# PhoP GFP inhibition: PhoP regulon inhibitors, Salmonella typhi PhoP promoter GFP reporter, confirmatory (AID 1850). Salmonella Typhi PhoP-promoter GFP reporter, fluorescence, 4 h; higher % means a stronger effect. inhibition, % at 50 µM; hits with a dose series show IC50 in µM. hit rate 0.33% among 310,000; in the data active = a potency from the dose series; inconclusive = inhibition mostly from about 25% at the one dose, without a potency; inactive = the rest, 99 in 100 with inhibition below about 19%;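 also: 0% = induced wells with vehicle and 100% = uninduced wells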
# M. tuberculosis: growth inhibition of non-replicating M. tuberculosis (AID 488890) | inhibition, % at 25 µM; hits with a dose series show IC50 in µM | Mycobacterium tuberculosis non-replicating, growth inhibition; higher % means a stronger effect | hit rate 0.39% among 320,000; in the data active = a potency from the dose series; inconclusive = inhibition mostly from about 82% at the one dose, without a potency; inactive = the rest, 99 in 100 with inhibition below about 76%;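 also: plate controls were DMSO cells for no effect and high antibiotic wells for full effect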
# H1N1 NS1A inhibition: H1N1 influenza NS1A inhibitors, functional cell based assay (AID 504329); hit rate 0.3% among 340,000; inhibition, % at 12.5 µM; hits with a dose series show IC50 in µM; NS1A functional cell-based assay, percent inhibition; higher % means a stronger effect; in the data active = a potency from the dose series; inconclusive = inhibition above about 27% without an active follow-up result; also: strong numbers were not always called active
# H37Rv inhibition: M. tuberculosis growth inhibition, HTS (AID 449762). one-dose inhibition, % at 25 µM; IC50 in µM for titrated hits. hit rate 0.59% among 330,000. M. tuberculosis H37Rv growth inhibition, 7H9 media; higher % means a stronger effect; in the data active = a potency from the dose series; inconclusive = inhibition above about 70% without an active follow-up result;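 also: bacterial growth assessed after seven days of incubation; strong numbers were not always called active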
# VEEV TC-83 Vero: inhibitors of VEEV TC-83 cytopathic effect, confirmation, Vero cells (AID 588727) | inhibition, % at 20 µM; hits with a dose series show IC50 in µM | hit rate 0.13% among 350,000 | Vero cells, VEEV TC-83 cytopathic effect inhibition; higher % means a stronger effect; in the data active = a potency from the dose series; inconclusive = inhibition mostly from about 14% at the one dose, without a potency; inactive = the rest, 99 in 100 with inhibition below about 12%; also: strong numbers were not always called active
# VEEV TC-83 Vero 10K pilot screen: recorded beside VEEV TC-83 Vero, whose call it bears; inhibition, %; measured here: 10K pilot screen inhibition
# * = called active by the depositor; i = inactive; ? = inconclusive; · = no result given.
SMILES,PhoP GFP inhibition,M. tuberculosis,H1N1 NS1A inhibition,H37Rv inhibition,VEEV TC-83 Vero,others
COC(=O)[C@H]1CCCN1C(=O)Nc1cccc(Oc2c(F)c(F)c(F)c(F)c2F)c1,-2%,0%,3%,-7%,i,VEEV TC-83 Vero 10K pilot screen=0.8
CCON1C(=O)C(C)(C)N(OCC)C(=O)C1(C)C,0%,-15%,-1%,-9%,1.1%,
CC1CCCN(C(=O)CNC(=O)c2cccs2)C1 (stereo unspecified),·,-32%,-12%,-9%,2.2%,
O=C(COc1ccccc1F)c1ccc(O)cc1O,4%,20%,-7%,-20%,0.5%,
Cc1ccc2c(c1)Oc1ccccc1C=C2C(=O)O,1%,2%,-7%,-4%,1.2%,
CC(C)(C)c1ccc(C(=O)NCC(=O)NCc2ccccn2)cc1,·,13%,-12%,6%,i,
CC(C)C(=O)Nc1ccc(C(=O)CSc2nnc(C3CC3)n2C2CC2)cc1,·,4%,-1%,-12%,3.0%,
CCOC(=O)C1Nc2ccc(C(=O)O)cc2C2C=CCC12 (stereo unspecified),9%,13%,6%,5%,0.7%,
Cc1ccsc1/C=N/NC(=O)c1nnn(-c2nonc2N)c1C(C)C,1%,-12%,3%,7%,13%,
COCCCNC(=O)/C(C#N)=C1\N=C(NC(=O)c2cccs2)c2ccccc21,7%,-2%,2%,5%,7.3%,
CCOC(=O)C(NCc1ccco1)(NC(=O)c1ccc(OC)cc1)C(F)(F)F (stereo unspecified),1%,-11%,1%,5%,1.3%,
COc1ccccc1CC(=O)N1CCOCC1,-3%,3%,18%,5%,i,
Cn1c(Cc2ccccc2)nnc1SCCC(=O)Nc1ccccc1,10%,9%,-13%,-4%,0.6%,
CC/C(=C\C=C\[C@@H]1C=C[C@@H]2CCC[C@H]2[C@@H]1C(=O)c1ccc[nH]1)[C@@H]1O[C@@H]([C@@H](C)C(=O)O)CC[C@@H]1C,-10%,3.3µM*,·,-4%,·,
CCOC(=O)N1CCN(C(=O)CS(=O)Cc2nc(-c3cccc(C)c3)oc2C)CC1 (stereo unspecified),-7%,-15%,0%,-7%,i,
C/C(CC(=O)Nc1ccccn1)=N\NC(=O)c1ccccc1O,1%,5%,-5%,-4%,0.5%,
C/C(=N\Nc1ccccn1)c1cccs1,5%,27%,2%,1%,1.0%,
Cc1ccsc1C(=O)N1CCN(S(=O)(=O)c2cccs2)CC1,-7%,-8%,-5%,7%,1.2%,
Cc1cccc(C(=O)Oc2ccccc2/C=N/Nc2ccc([N+](=O)[O-])cc2)c1,3%,2%,0%,-8%,0.3%,
O=C(COC(=O)c1ccccc1C(F)(F)F)NC(=O)NCc1ccco1,·,9%,-10%,6%,0.3%,
Cc1ccc(NC(=O)N2CCC(=O)N2)cc1,0%,11%,3%,-8%,1.4%,
Cc1ccc(N2C(=S)SC3CS(=O)(=O)CC32)cc1 (stereo unspecified),11%,-1%,-5%,2%,1.6%,
Cc1cnc(C(=O)OCC(=O)N2CC(C)CC(C)C2)cn1 (stereo unspecified),·,-8%,-6%,-1%,0.6%,
Cc1nn(CC(=O)N2c3ccccc3NC(=O)C2(C)C)c(C)c1[N+](=O)[O-],-17%,20%,-3%,4%,0.8%,
COc1ccccc1NC(=S)N(CCN(C)C)C(C)c1ccncc1 (stereo unspecified),5%,-12%,28%,-4%,0.6%,

# Following part:
SMILES,PhoP GFP inhibition,M. tuberculosis,H1N1 NS1A inhibition,H37Rv inhibition,VEEV TC-83 Vero,others
CCN1CCN(CCNC(=O)c2ccc3c(c2)N(Cc2cccc(Cl)c2)C(=O)c2ccccc2S3=O)CC1 (stereo unspecified),3%,10%,13%,2%,i,
CC1CC(C)CN(CCOc2cccc(Cl)c2Cl)C1 (stereo unspecified),-1%,46%,-6%,3%,0.5%,
Cc1ccccc1CN1CCN(C(=O)CC(C)C)CC1,4%,-15%,23%,6%,i,
CCCCCN(C(=O)COC(=O)c1ccc(C)cc1)c1c(N)n(CCCC)c(=O)[nH]c1=O,·,11%,7%,3%,0.3%,
O=c1[nH]cnc2c1N=C(c1cccc([N+](=O)[O-])c1)CC(c1ccccc1)N2 (stereo unspecified),3%,17%,-2%,-2%,0.7%,
NC(=O)c1ncn([C@@H]2O[C@H](CNCc3ccccc3C#Cc3ccccc3)[C@@H](O)[C@H]2O)n1,·,·,-6%,·,1.2%,
CNc1nc(N)nc(OC(C(F)(F)F)C(F)(F)F)n1,1%,-5%,-10%,-4%,7.3%,
CCNC(=O)NC(=O)C(C)OC(=O)[C@H](C)NS(=O)(=O)c1c(C)c(C)cc(C)c1C (stereo partly specified),-7%,-7%,-7%,-2%,0.4%,
Cc1ccc(NC(=O)CSC(C)c2nc3ccccc3c(=O)[nH]2)cc1 (stereo unspecified),1%,22%,16%,1%,0.9%,
O=C(NCCc1ccc(Cl)cc1)Nc1ccc(F)cc1,4%,14%,6%,-1%,1.3%,
Cc1ccc(NC(=O)C(OC(=O)c2ccc(O)cc2)c2ccccc2)cc1Cl (stereo unspecified),-10%,42%,7%,10%,1.4%,
COc1ccc(-c2nnc(CSc3nc4ccccc4c(=O)n3CC(C)C)o2)cc1OC,-8%,17%,-8%,-7%,2.2%,
O=C(O)CN1C(=O)SC(Nc2ccccc2)C1=O (stereo unspecified),-1%,11%,-13%,-13%,0.9%,
CN1C[C@@H]2[C@@H]3C(=O)N(Cc4ccccc4)C(=O)[C@@H]3[C@](C)(C1=O)N2C(=O)c1ccc(Cl)cc1,·,11%,6%,7%,2.7%,
O=C(Cc1ccc(Cl)cc1)Nc1ccc2oc(=O)ccc2c1,-10%,22%,4%,7%,3.6%,
COc1cc(OC)c(NS(=O)(=O)c2cn(C)cn2)cc1Cl,6%,-12%,2%,-8%,0.3%,
Cc1ccc(C)c(OCCN2CCOCC2)c1,4%,-2%,2%,1%,1.0%,
CCOC(=O)N1CCC2(O)CCCCC2C1c1ccc(F)cc1 (stereo unspecified),-4%,1%,1%,-3%,1.9%,
CC[C@@]1(C(=O)OC)N[C@H](CN(C)C(=O)c2ccccc2)[C@@H]2C(=O)N(C)C(=O)[C@@H]21,·,-5%,-2%,4%,0.1%,
O=C(/C=C/c1ccc(Cl)cc1)NC(=S)N1C[C@H]2C[C@H](C1)c1cccc(=O)n1C2,-5%,18%,2%,-9%,0.6%,
Cc1nc(C(=O)N2CCc3c([nH]c4ccccc34)C2c2ccccn2)cs1 (stereo unspecified),2%,12%,0%,-3%,3.0%,
CN1CCN(S(=O)(=O)c2ccccc2)CC1,3%,11%,0%,-3%,1.1%,
Cc1c(C(=O)N2CCN(c3ncccn3)CC2)oc2ccc(F)cc12,·,11%,5%,1%,i,
OCCCNc1cc(-c2ccccc2)nc2cc(-c3ccc(F)cc3)nn12,-14%,55%,2%,11%,23%,
C=CCn1c(SCc2ccccc2Cl)nnc1-c1sc2nc(C)cc(C)c2c1N,4%,25%,-9%,8%,0.9%,

# Among those listed so far, these contain a CF3 group:
SMILES,PhoP GFP inhibition,M. tuberculosis,H1N1 NS1A inhibition,H37Rv inhibition,VEEV TC-83 Vero,others
CCOC(=O)C(NCc1ccco1)(NC(=O)c1ccc(OC)cc1)C(F)(F)F (stereo unspecified),1%,-11%,1%,5%,1.3%,
O=C(COC(=O)c1ccccc1C(F)(F)F)NC(=O)NCc1ccco1,·,9%,-10%,6%,0.3%,
CNc1nc(N)nc(OC(C(F)(F)F)C(F)(F)F)n1,1%,-5%,-10%,-4%,7.3%,

# Remaining list, next part.
SMILES,PhoP GFP inhibition,M. tuberculosis,H1N1 NS1A inhibition,H37Rv inhibition,VEEV TC-83 Vero,others
O=C(c1ccoc1)N1CCC2(CC1)Oc1ccc(Cl)cc1C(=O)C21CC(c2cccnc2)=NO1 (stereo unspecified),-5%,22%,5%,28%,0.2%,
C/C(=N\NC(=O)c1cc([N+](=O)[O-])cc([N+](=O)[O-])c1)c1ccco1,7%,i,0%,?,0.6%,
COc1ccc(C2Nc3ccccc3C(=O)N2NS(=O)(=O)c2ccccc2)cc1 (stereo unspecified),4%,14%,3%,0%,2.1%,
Cc1nc2ccc(-c3nc4ccc(N)cc4[nH]3)cc2[nH]1,-2%,10%,1%,-9%,1.6%,
Cc1ccccc1C(=O)NC1CC2CCCC(C1)N2Cc1ccccc1 (stereo unspecified),8%,4%,-2%,-2%,0.2%,
O=c1cc(-c2ccc(O)cc2)oc2c([C@@H]3O[C@H](CO)[C@@H](O)[C@H](O)[C@H]3O)c(O)c([C@@H]3O[C@H](CO)[C@@H](O)[C@H](O)[C@H]3O)c(O)c12,-4%,-7%,-2%,-4%,1.6%,
O=C(COC(=O)c1ccc(O)cc1O)c1ccc2c(c1)OCO2,6%,i,-4%,?,7.4%,
COC(=O)Cn1nc(C)c2ccccc2c1=O,4%,8%,11%,0%,0.4%,
CCOC(=O)C1CCN(C(=O)CN(c2ccc(OC)cc2)S(=O)(=O)c2c(C)noc2C)CC1,17%,·,1%,-3%,0.5%,
COc1ccc(NCC(=O)n2c(C)c(C)c3ccccc32)cc1OC,2%,25%,4%,-5%,5.0%,
CC1(C)COC(c2cccn2Cc2ccccc2Cl)=N1,4%,-4%,-9%,-2%,5.0%,
Cc1ccc(Cn2nc(C)cc2C(=O)Nc2ccc(Cl)cc2)cc1,4%,2%,·,4%,2.5%,
COc1ccc(C(=O)NNC(=O)c2cccc(S(=O)(=O)N3CCOCC3)c2)cc1,·,10%,1%,2%,1.6%,
O=C(Nc1ccc(F)c(Cl)c1)c1ccc2c(=O)n3c(nc2c1)CCCCC3,12%,29%,-1%,-4%,1.8%,
CN1CCN(C(=O)CN(c2cccc(Br)c2)S(=O)(=O)c2ccccc2)CC1,1%,3%,-6%,4%,5.0%,
Cc1nc(=S)c2c([nH]1)-c1ccccc1CC21CCCCC1,3%,38%,·,2%,i,
O=C(O)CCn1c(-c2ccccc2)cc2c1CCCC2=O,-5%,·,-2%,-13%,0.8%,
O=C(NCc1ccco1)c1cc(-c2cccs2)nc2ccccc12,4%,-16%,-4%,-7%,7.7%,
O=C(c1cccc(NC2=NC3CS(=O)(=O)CC3S2)c1)N1CCN(c2ccc(F)cc2)CC1 (stereo unspecified),0%,0%,4%,-5%,1.3%,
O=S(=O)(NCC(c1cccnc1)N1CCOCC1)c1cccs1 (stereo unspecified),4%,-2%,1%,-4%,0.2%,
CCn1c(C)nc2cc(C(=O)N/N=C/c3cccc(O)c3O)ccc21,10%,-17%,0%,2%,9.9%,
Cc1ccc(NC(=O)c2cc(C)nc3ccccc23)c(C)c1,-2%,3%,-10%,-1%,0.6%,
O/N=C/c1ccc(OCc2ccccc2)c(Cl)c1,81µM*,38%,-9%,46%,2.6%,
CC(=O)Nc1ccc(NC(=O)/C=C/c2ccccc2)cc1,-7%,1%,-4%,1%,0.3%,
CCc1ccc(OC)c(S(=O)(=O)N2CCN(C(=O)c3ccco3)CC2)c1,-8%,11%,-6%,6%,0.4%,

# Four compounds picked at random from the list so far:
SMILES,PhoP GFP inhibition,M. tuberculosis,H1N1 NS1A inhibition,H37Rv inhibition,VEEV TC-83 Vero,others
O/N=C/c1ccc(OCc2ccccc2)c(Cl)c1,81µM*,38%,-9%,46%,2.6%,
Cc1nc(=S)c2c([nH]1)-c1ccccc1CC21CCCCC1,3%,38%,·,2%,i,
O=c1cc(-c2ccc(O)cc2)oc2c([C@@H]3O[C@H](CO)[C@@H](O)[C@H](O)[C@H]3O)c(O)c([C@@H]3O[C@H](CO)[C@@H](O)[C@H](O)[C@H]3O)c(O)c12,-4%,-7%,-2%,-4%,1.6%,
CN1CCN(C(=O)CN(c2cccc(Br)c2)S(=O)(=O)c2ccccc2)CC1,1%,3%,-6%,4%,5.0%,

# Further entries:
SMILES,PhoP GFP inhibition,M. tuberculosis,H1N1 NS1A inhibition,H37Rv inhibition,VEEV TC-83 Vero,others
CCc1ccc(CC2(O)CC(C)N(C)CC2C)cc1 (stereo unspecified),1%,13%,-6%,5%,0.3%,
CC(C)(C)c1ccc(-c2nc3c(C#N)c(-c4ccc5c(c4)OCO5)ccn3n2)cc1,-4%,46%,-7%,12%,2.1%,
COc1ccc(Br)cc1CN(C)C(=O)c1ccncc1,-8%,3%,-4%,-7%,3.8%,
CCOC(=O)N1CCC(NC(=O)C(Cc2ccccc2)NC(=O)c2ccco2)CC1 (stereo unspecified),3%,3%,5%,-11%,0.4%,
CCN(CC)S(=O)(=O)c1cccc(NC(=S)NC(=O)/C=C/c2ccc(S(=O)(=O)N3CCOCC3)cc2)c1,-2%,15%,10%,-8%,1.3%,
COc1ccc(OC)c(NC(=O)CSc2nc3[nH]c(=O)[nH]c(=O)c3s2)c1,·,·,0%,·,0.9%,
CCC(C)NC(=O)CCc1nnc2ccc(N3CCC(C)CC3)nn12 (stereo unspecified),6%,-7%,-1%,4%,i,

# Screening results deposited in PubChem by Southern Research Specialized Biocontainment Screening Center.
